# High-throughput results as filed in PubChem.
# TrxR1 substrate = rat thioredoxin reductase 1 substrate activity; O89049; purified TrxR1 substrate turnover, NADPH consumption readout; 390,000 compounds, 0.01% hits; Potency, µM (top dose mostly 114 µM), inactives show top-dose activity change, negative = substrate turnover; note: potency is the fitted concentration of half-maximal effect; % is set by controls: 0 for no effect and ±100 for the full control effect; nearly all actives have a fitted effect of over 50% in size
# Target sequence (O89049 whole entry, looked up): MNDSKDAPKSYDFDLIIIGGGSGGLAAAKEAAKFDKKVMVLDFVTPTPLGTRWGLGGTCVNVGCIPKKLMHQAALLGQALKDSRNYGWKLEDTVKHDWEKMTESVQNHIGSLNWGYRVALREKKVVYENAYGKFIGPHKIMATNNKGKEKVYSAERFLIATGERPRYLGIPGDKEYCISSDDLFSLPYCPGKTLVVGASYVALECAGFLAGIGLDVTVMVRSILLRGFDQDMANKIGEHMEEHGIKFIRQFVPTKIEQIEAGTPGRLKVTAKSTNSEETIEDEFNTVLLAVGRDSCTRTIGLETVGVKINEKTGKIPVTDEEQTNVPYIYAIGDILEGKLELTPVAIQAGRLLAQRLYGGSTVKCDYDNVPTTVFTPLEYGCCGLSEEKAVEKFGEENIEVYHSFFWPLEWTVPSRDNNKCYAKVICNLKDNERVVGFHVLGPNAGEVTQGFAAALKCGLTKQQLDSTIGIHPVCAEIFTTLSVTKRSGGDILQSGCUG
#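 Rat TrxR1, dispensed at 90 nM, was prereduced with 400 uM NADPH (final) for 5 min at ~22 deg C, then incubated with compound 15 min before 400 uM selenite. A first-read NADPH fluorescence drop versus no-compound background flagged substrates.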
# GLS inhibitor = glutaminase GLS (human) inhibition | O94925 | GLS enzymatic activity, qHTS titration | Potency, µM (top dose mostly 45.5 µM), for the others: at the top dose activity change, negative = inhibition, hits mostly inhibitors | 410,000 compounds, 0.21% hits | AID 624170; note: potency is the fitted concentration of half-maximal effect; % is set by controls: 0 for no effect and ±100 for the full control effect
#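 Compounds were pin-transferred onto hKGA, after which L-glutamine (1 mM solution) and a detection mix of glutamate oxidase, HRP and Amplex Red were added. Initial and 30 min RT fluorescence reads were collected.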
# USP1-UAF1 inh = USP1/UAF1 (human) deubiquitinase inhibition; recombinant USP1/UAF1, Ub-Rhodamine cleavage fluorescence; Potency, µM (titrated, usually from 57.1 µM), inactives show at the highest dose activity change, negative = inhibition, actives largely listed as inhibitors; 390,000 compounds, 0.23% hits; AID 743255; note: potency is the fitted concentration of half-maximal effect; % is set by controls: 0 for no effect and ±100 for the full control effect; nearly all actives have a fitted effect of over 60% in size; inactives centre near -12
#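 Step one: compound is pinned into 1nM USP1/UAF1 in HEPES pH 7.8 buffer with TCEP. Step two: 15 min room-temperature incubation. Step three: Ub-Rho (150nM final) starts cleavage, tracked by fluorescence over six one-minute reads.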
# Pin1 inhibitor = human Pin1 inhibition; Pin1 FP peptide displacement, HiFluor488, 10 min; Q13526; 390,000 compounds, 0.009% hits; Potency, µM (highest dose often 115 µM), for inactives: at the highest dose activity, negative = inhibition, actives largely listed as inhibitors; active = well fitted inhibition curve with a large enough effect in the polarisation, with a control signal flat, not every such curve was filed as active; inconclusive = small, poorly fitted or top-dose-only effect, or effect the other way, or a change in a side signal; inactive = no such curve, though single readings can be large or run the other way; the % refers to the polarisation; note: potency is the fitted concentration of half-maximal effect; % is set by controls: 0 for no effect and ±100 for the full control effect
# Tb PGK inh = inhibitors of T. brucei phosphoglycerate kinase | P07378 | PGK/GAPDH coupled, Kinase-Glo luminescence, 60 min | Potency, µM (series often up to 57.5 µM), for inactives: at the highest dose activity change, negative = inhibition, most hits filed as inhibitors | 380,000 compounds, 0.043% hits | AID 602233; note: potency is the fitted concentration of half-maximal effect; % is set by controls: 0 for no effect and ±100 for the full control effect; nearly all actives have a fitted effect of over 60% in size
#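 Recombinant glycosomal PGK reaction used 1,3-bisphosphoglycerate generated in-well by GAPDH (100nM final) in 100mM TEA pH 7.6, 5mM MgCl2, 0.01% Tween-20. After 60 minutes at room temperature, ATP was read by Kinase-Glo Plus luminescence end-point.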
# mIDH1 inhibitor = blocks human mutant IDH1 R132H enzyme; IDH1-R132H enzyme, NADPH consumption, diaphorase/resazurin fluorescence; Potency, µM (series often up to 76.6 µM), inactives show at the top dose activity change, negative = inhibition, hits mostly inhibitors; 390,000 compounds, 0.093% hits; note: potency is the fitted concentration of half-maximal effect; % is set by controls: 0 for no effect and ±100 for the full control effect; nearly all actives have a fitted effect of over 65% in size
# Target sequence (O75874 whole entry R132H, stated change not applied): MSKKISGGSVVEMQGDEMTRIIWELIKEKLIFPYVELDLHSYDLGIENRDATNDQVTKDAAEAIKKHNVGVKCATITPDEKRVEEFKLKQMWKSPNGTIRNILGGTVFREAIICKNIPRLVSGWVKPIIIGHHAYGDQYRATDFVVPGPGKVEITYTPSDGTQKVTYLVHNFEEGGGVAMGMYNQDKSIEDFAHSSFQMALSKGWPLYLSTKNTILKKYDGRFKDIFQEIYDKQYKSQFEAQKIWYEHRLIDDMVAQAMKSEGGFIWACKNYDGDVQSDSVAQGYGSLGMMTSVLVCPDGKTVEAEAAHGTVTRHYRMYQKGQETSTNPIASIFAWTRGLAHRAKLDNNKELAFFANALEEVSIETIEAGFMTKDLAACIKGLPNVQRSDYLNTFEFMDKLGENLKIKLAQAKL
#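 IDH1-R132H (0.5 ug/mL) preincubated 30 min with compound, then NADPH (0.016 mM) and alpha-KG (2 mM) added; 80 min at RT, pH 7.5. Remaining NADPH coupled via diaphorase/resazurin to fluorescence (540/590 nm); concentration-response curves normalized to no-enzyme control.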
# HP1b binding inh = blocks HP1-beta chromodomain binding to methylated histone tails; P83916; AlphaScreen HP1-beta / biotin-H3K9me3 peptide binding; Potency, µM (titrated, usually from 114 µM), for inactives: at the top dose activity change, negative = inhibition, actives largely listed as inhibitors; 390,000 compounds, 0.56% hits; AID 540317; note: potency is the fitted concentration of half-maximal effect; nearly all actives have a fitted effect of over 70% in size; inactives centre near 23
# Target sequence (P83916 whole entry, looked up): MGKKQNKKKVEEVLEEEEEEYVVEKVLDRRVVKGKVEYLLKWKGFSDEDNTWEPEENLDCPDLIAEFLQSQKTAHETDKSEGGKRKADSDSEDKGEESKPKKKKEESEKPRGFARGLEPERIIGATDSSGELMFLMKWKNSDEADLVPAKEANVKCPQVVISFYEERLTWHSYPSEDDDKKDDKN
#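 AlphaScreen: HP1-beta (50 nM) preformed 30 min with biotin-H3(1-18)K9me3 peptide (50 nM) in PBS pH 7.4, 0.01% Tween-20. Compound added for 30 min at RT, then streptavidin donor/nickel chelate acceptor beads (10 ug/mL) for 30 min.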
# PI4K2A block = PI4K2A (human) kinase inhibition. Q9BTU6. purified PI4K2A, ADP-Glo luminescence, 1 h; hits give low values. activity change, negative = inhibition, % at 76.9 µM. 420,000 compounds, 0.13% hits. AID 1346378; in the data active = activity change below about -50%; inconclusive = mostly about -30% to -49%;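 note: -100% = wells without enzyme as full effect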
#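 PI4K2A activity was measured by ADP-Glo luminescence: enzyme (4 ug/mL stock) and phosphatidylinositol (1.2 mM stock) in Tris pH 7.5/MgCl2/EGTA/Triton X-100 buffer were reacted with ATP (300 microM stock) for one hour at ambient temperature.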
# TrxR1 inh = blocks rat thioredoxin reductase 1. AID 588453. recombinant rTrxR1, NADPH fluorescence consumption, selenite substrate. Potency, µM (top dose mostly 114 µM), for inactives: top-dose activity change, negative = inhibition, most hits filed as inhibitors. 390,000 compounds, 1% hits. O89049; note: potency is the fitted concentration of half-maximal effect; % is set by controls: 0 for no effect and ±100 for the full control effect; nearly all actives have a fitted effect of over 65% in size
#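 Rat TrxR1 (90 nM in the dispensed reagent) was pre-reduced with 400 uM NADPH for 5 min at room temperature, then incubated with compound for 15 min. After 400 uM selenite was added, NADPH fluorescence (Ex 340/Em 450 nm) was followed for 8 min.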
# * = called active by the depositor; i = inactive; ? = inconclusive; · = not tested or not shown; & = joins results of further samples; [ ] = another dose, or the depositor's remark. Unless noted, calls come from the whole dose curve; as a rule, active = well fitted curve in the direction sought with a large enough effect; inconclusive = small, poorly fitted or top-dose-only effect, or another doubt; inactive = no such curve, though single readings can be large; an effect the other way counts as inactive or inconclusive. An excerpt (hit frequency here may not be typical).
SMILES,TrxR1 substrate,GLS inhibitor,USP1-UAF1 inh,Pin1 inhibitor,Tb PGK inh,mIDH1 inhibitor,HP1b binding inh,PI4K2A block,TrxR1 inh
CCOc1ccc(CCNC(=O)Cc2ccc(NC(=O)N3CCSc4ncccc43)cc2)cc1,-2%,1%,1%,1%,-7%,3%,41%[activator],0,18%
CCOC(=O)c1ccc(N=C2NC(=O)CS2)cc1,4%,-3%,-17%,21%,-6%,0%,26%,2,15%
Cc1ccc(NC(=O)COC(=O)COc2ccc(Cl)cc2C)c([N+](=O)[O-])c1,-5%,-9%,-21%,-3%,i,2%,-25%,-4,0%
CC(C)[C@@H](NC(=O)C1CCC(CNC(=O)[C@H](Cc2ccccc2)NC(=O)OC(C)(C)C)CC1)C(=O)O (some centres not stated),-3%,18%,-6%,2%,-2%,-5%,13%,-5,7%
Cn1cccc1Cc1nnc(SCC(=O)NCCc2ccccc2)n1-c1ccc(F)cc1,4%[57.1 µM],1%,-7%,-4%,-8%,-2%,36%,-1,17%
O=C(OCCN1CCOCC1)c1cccnc1,12%[57.1 µM],-2%&4%,2%&-5%,5%&2%,-5%,3%&-3%,21%&32%,-1&-1,10%&11%
COc1ccc(CNC(=O)CS(=O)(=O)Cc2nc(-c3cccc(OC)c3)oc2C)cc1,0%,17%,-1%,5%,-6%,-6%,16%,-5,19%
O=C1C(Cc2ccccc2)Nc2ncnc(N3CCCCC3)c2N1Cc1ccc(Cl)cc1 (configuration not stated),1%,-2%,-24%,11%,-4%,-15%,24%,3,3%[57.1 µM]
COCCc1ccc(OCC(O)CNC(C)C)cc1 (configuration not stated),11%[57.1 µM],-6%&0%&-1%&-17%,-21%&-25%&-8%,-4%&-2%&-1%,-4%&-7%,-2%&-7%&10%,44%&19%&6%[activator],-5&4&-4&-6&3,25%[57.1 µM]
COc1ccc(CNC(=O)c2cc(C(=O)C3CC3)c[nH]2)cc1,-5%,-10%,-7%,-1%,-3%,14%,32%,6,-7%
C=CCc1cccc2cc(C(=O)N3CCOCC3)c(=O)oc12,-4%,8%,-5%,-2%,8%,-4%,27%,1,-12%
Cn1c(COc2ccc3ccccc3c2)nnc1SCC(=O)O,19%[57.1 µM],2%,-17%,-2%,6%,1%,38%[activator],4,26%[57.1 µM]
O=C1CC(c2ccco2)CC2=C1C(c1ccccc1)n1nc(C(F)(F)F)nc1N2 (configuration not stated),9%[57.1 µM],2%,-4%,6%,2%,-1%,-1%&10%,4,3%[57.1 µM]
Cc1ccc2nc(C)cc(C(=O)N3CCCC(N4CCN(c5ccccc5C)CC4)C3)c2c1 (configuration not stated),-9%,10%,-15%,-1%,-1%,1%,-2%,-4,-13%
CSC(=Nc1ccc(Cl)cc1)N[n+]1ccccc1,-11%,8%,-2%,5%,i,0%,-3%,-3,-12%
COC(=O)c1ccccc1CC1SC(N)=NC1=O (configuration not stated),-2%[57.1 µM],1%,-9%,6%,-4%,0%,24%,6,16%[57.1 µM]
CCC(C(=O)NCc1ccccc1OC)n1nc(C)n2c(cc3occc32)c1=O (configuration not stated),-2%&3%,-6%&-9%,-6%&-21%,-1%&-4%,-3%&-4%,19%&0%,20%&21%,-5&1,-6%&3%
COCCC(=O)N1CCC(Oc2ccc(C(=O)NC3Cc4ccccc4C3)cc2)CC1,6%,-6%,-19%,3%,1%,22%,29%,8,21%
CC(C)(C)NC(=O)CSCc1ccc(Br)cc1,5%,2%,-13%,-4%,-5%,5%,96%[activator],-9,31%
Cc1nc2ccc(Cl)cc2c(-c2ccccc2Cl)c1CC(=O)O,-20%,7%,1%,-9%,1%,4%,22%,-1,-16%
Cc1ccc(N(C(=O)CNC(=O)c2ccco2)C(C(=O)NCC2CCCO2)c2ccccc2)cc1C (configuration not stated),4%[57.1 µM],1%,-20%,0%,0%,9%,13%,3,9%[57.1 µM]
CCCCN1C=CC(=C2C(=O)c3ccccc3C2=O)C=C1,-3%,-8%,-11%,?,?,-1%,41%[activator],?,-9%
O=C(CCNC(=O)c1ccccc1)OCC(=O)c1ccccc1,10%[57.1 µM],16%,-21%,-4%,-9%,2%,21%,12,9%
N#C/C(=C\c1cccs1)C(=O)c1ccccc1Cl,-6%,-6%,-28%,4%,7%,-4%,30%,-21,13µM*
CN(C)CC1CCCCC1OC(=O)c1ccc(Cl)cc1 (configuration not stated),-12%,0%,-5%,1%,i,-1%,15%,1,-8%
COc1ccc2nc3ccccc3[n+]([O-])c2c1,14%,5%,?,·,-8%,7%,47%[activator],-12,-1%
COc1cc(CNC2CCCCCCC2)c(Br)cc1OCCO,-3%,0%,-8%,-1%,-4%,2%,21%,-5,10%
O=C(Nc1cccc(C(=O)O)c1)/C(=C\c1ccccc1)NC(=O)c1ccc(Br)o1,·,9%,1%,·,-7%,3%,·,-1,·
COc1ccc(NC(=O)N(C)C[C@H]2Oc3c(NC(=O)c4ccncc4)cccc3C(=O)N([C@H](C)CO)C[C@@H]2C)cc1,15%,-6%,-15%,0%,-2%,-11%,23%,-3,19%
COc1cccc(CNC(=O)c2cc3c(=O)n(Cc4cccnc4)ccc3nc2C)c1,26%[57.1 µM],-8%,5%,2%,-4%,0%,105%[activator],-5,20%[57.1 µM]
CC1CCN(S(=O)(=O)c2ccc(C(C)C)cc2)CC1,-2%[57.1 µM],2%,-9%,?,0%,-1%,122%[activator],5,2%[57.1 µM]
COc1cc(C(=O)NCc2ccc3[nH]c(C)cc3c2)cc(OC)c1OC,2%,15%,-23%,-6%,-9%,-1%,29%,3,25%
O=C(O)/C=C/C(=O)NCc1csc2ccccc12,2%,-2%,-5%,1%,1%,1%,32%,2,14%
CCOC(=O)c1cc(-c2ccc(OC)cc2)n(CCC(=O)NCc2ccc(OC)cc2)c1C,-11%[57.1 µM],3%,-22%,4%,2%,-8%,31%,0,6%[57.1 µM]
CCOc1ccc(N(C(C)=O)c2nc(C)cc(C)c2C#N)cc1,4%[57.1 µM],3%,1%,-9%,6%,1%,15%,3,1%[57.1 µM]
C=CCNC(=O)CSc1n[nH]c(-c2cc(Cl)ccc2OC)n1,-1%,1%,-2%,2%,7%,-3%,30%,3,4%
CN(C)CCNC(C(=O)Nc1cc(Cl)cc(Cl)c1)c1ccccc1 (configuration not stated),6%[57.1 µM],-9%,-12%,-2%,11%,8%,28%,-2,15%[57.1 µM]
c1ccc(-c2nc(NCc3ccco3)c3oc4ccccc4c3n2)cc1,5%,2%,-8%,6%,-5%,1%,9%,-5,6%
N#CCC(=O)Nc1nc(-c2ccc3c(c2)OCCO3)cs1,5%,-4%,-20%,34%[activator],i,19%,21%,3,31%
CC(=O)NCCn1c(SCC(=O)Nc2ccc(C)cc2)nc2ccccc2c1=O,-1%&-3%[57.1 µM],7%&2%,-16%&-29%,-8%&1%,-2%,4%&14%,23%&35%,-5&-4,-14%&5%[57.1 µM]
CC(C)[C@@H](CO)NS(=O)(=O)c1ccc(Br)cc1F,3%,2%,-25%,3%,0%,27%,23%,5,22%
O=C1CCC2c3ccc4ccccc4c3CCN12 (configuration not stated),20%,-3%,-24%,10%,-7%,8%,5%,-2,-7%
COc1ccccc1-c1nnc(NC(=O)c2ccc3c(c2)OCO3)s1,6%[57.1 µM],-3%,-8%,18%,i,-2%,22%,-1,27%[57.1 µM]
Cc1ccccc1NC(=O)CSc1nc(-c2ccco2)nc2cc(=O)[nH]n12,0%[57.1 µM],10%,-23%,?,i,-11%,35%,-20,-21%[57.1 µM]
N#CCCN(C(=O)COC(=O)CSc1ccc(Cl)cc1)c1ccccc1,-3%,-8%,-21%,-6%,10%,3%,55%[activator],0,6%
CCOc1ccc(OCC)c(Nc2nc3ccc(C(=O)c4ccccc4)cc3n3cnnc23)c1,8%,-7%,4%,6%,0%,-13%,22%,-1,41%[activator]
CCOc1ccc(C(CC(=O)O)NC(=O)COc2ccccc2)cc1 (configuration not stated),-2%[57.1 µM],13%,-10%,1%,9%,-4%,38%,3,1%[57.1 µM]
Cc1ccc(N(CC(=O)Nc2cccc(F)c2)S(=O)(=O)c2cccs2)cc1,-2%,-9%,-17%,1%,0%,-8%,6%,2,12%
Cc1ccc(NS(=O)(=O)c2ccc(-n3cccn3)cc2)cc1C,7%,6%,-32%,0%,-17%,-3%,33%,1,25%
CCOC(=O)CC(N)c1ccc2c(c1)OCO2 (configuration not stated),-4%,3%,-1%,2%,-4%,-1%,55%[activator],-7,20%
CCN(CC)c1ccc(/C=N/N=C(c2ccccc2)c2ccccc2)c(O)c1,-18%,15%,-2%,?,-7%,8%,-19%,-1,-9%
CCN(CC)S(=O)(=O)c1cccc(C(=O)NC2=NCCS2)c1,1%,1%,-13%,-3%,-5%,-2%,14%,3,23%
O=[N+]([O-])c1ccccc1/C=C/CN1CCN(Cc2ccc3c(c2)OCO3)CC1,-2%,3%,3%,-1%,-6%,2%,?,4,20%
COc1cccc(CNC(=O)COC(=O)c2cc(Br)c(Br)s2)c1,1%,2%,-17%,1%,i,6%,27%,-3,?
